hDAT+cocaine: modulates human dopamine transporter uptake under cocaine. hit rate 1.3% among 110,000. AID 449768. B-score at 10 µM. Q01959. LLC-PK1 hDAT cells, [14C]-dopamine uptake with cocaine IC80; actives deviate in either direction;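 active = Z score or B-score, a plate-position-corrected score, falls beyond the plate's 99.7% confidence bounds, in either direction; inactive = both scores lie inside the 99.7% bounds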;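 also: scored against the spread of the other compound wells on the same plate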
Target sequence (Q01959 whole entry, looked up): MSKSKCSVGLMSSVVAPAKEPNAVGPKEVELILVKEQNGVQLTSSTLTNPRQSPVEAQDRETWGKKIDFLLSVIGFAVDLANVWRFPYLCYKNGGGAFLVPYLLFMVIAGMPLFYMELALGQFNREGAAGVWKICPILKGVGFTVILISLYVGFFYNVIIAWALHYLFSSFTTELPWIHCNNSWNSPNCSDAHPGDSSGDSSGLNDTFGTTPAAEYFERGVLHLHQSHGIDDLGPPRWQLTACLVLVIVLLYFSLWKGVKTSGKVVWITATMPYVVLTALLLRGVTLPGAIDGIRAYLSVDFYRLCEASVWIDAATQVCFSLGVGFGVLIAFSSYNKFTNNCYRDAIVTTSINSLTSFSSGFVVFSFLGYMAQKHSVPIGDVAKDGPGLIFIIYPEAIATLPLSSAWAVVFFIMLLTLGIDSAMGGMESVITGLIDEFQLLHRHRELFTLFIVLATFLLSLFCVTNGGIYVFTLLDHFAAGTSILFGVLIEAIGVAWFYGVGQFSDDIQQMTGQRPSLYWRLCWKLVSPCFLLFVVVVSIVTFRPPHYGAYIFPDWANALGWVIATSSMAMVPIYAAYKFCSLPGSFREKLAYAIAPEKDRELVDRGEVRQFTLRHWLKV
MT1-MMP txn act: MT1-MMP promoter transcription activation. HT1080 MT1-MMP promoter luciferase reporter, luminescence, overnight; stronger effect = higher value. activation factor at 10 µM. hit rate 0.16% among 86,000;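 active = activation factor of at least 2 for MT1-MMP transcription at 10 µM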
Candida biofilm: kills Candida albicans biofilms; C. albicans biofilm + clotrimazole, Alamar Blue; inhibition, % at 6 µM; hit rate 0.14% among 85,000;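 active = inhibition above 20%; inactive = inhibition below 20%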;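 also: preformed 24 hr biofilms exposed to compound for 48 hr; 0% = biofilm without compound and 100% = blank killed by clotrimazole plus chlorhexidine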
Smad3 FoxH1 inh: Smad3 (human) transcription factor binding inhibition. P84022. TR-FRET Smad3/Dy647-FoxH1 peptide binding, europium anti-His. inhibition, % at 25 µM. hit rate 0.29% among 88,000;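 active = compounds that reduce the energy-transfer binding signal between the protein and its labelled peptide by more than half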;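 also: 0% = Smad3 plus labelled peptide maximal FRET and 100% = peptide-only background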
Target sequence (P84022 whole entry, looked up): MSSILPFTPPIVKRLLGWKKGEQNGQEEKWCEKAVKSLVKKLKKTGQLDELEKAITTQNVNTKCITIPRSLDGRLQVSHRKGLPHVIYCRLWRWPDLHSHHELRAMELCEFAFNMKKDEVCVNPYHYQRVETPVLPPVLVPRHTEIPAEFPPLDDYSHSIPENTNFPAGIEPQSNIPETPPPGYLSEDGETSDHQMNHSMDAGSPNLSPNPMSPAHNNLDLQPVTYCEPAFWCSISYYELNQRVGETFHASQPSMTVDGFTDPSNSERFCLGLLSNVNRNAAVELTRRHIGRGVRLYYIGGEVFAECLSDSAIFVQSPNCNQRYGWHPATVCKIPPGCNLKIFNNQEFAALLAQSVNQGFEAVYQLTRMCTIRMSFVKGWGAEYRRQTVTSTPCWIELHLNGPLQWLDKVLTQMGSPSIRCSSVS
VCAM1 TNFa inh: reduces TNF alpha induced VCAM1 expression in HUVEC; HUVEC TNFa-induced VCAM-1 immunofluorescence, high-content imaging; inhibition, % at 2 µM; hit rate 0.48% among 95,000;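 active = inhibition above the batch mean plus 3 SD, with images confirmed as a hit by eye, cut at about 37% in these data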;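 also: 0% = TNF-stimulated DMSO wells and 100% = unstimulated control wells; not every result past the cut was called active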
TNFa cytotox: HUVEC cytotoxicity counter-screen, TNF alpha stimulated | AID 848 | cell count reduction, % at 2 µM | hit rate 0.17% among 93,000 | HUVEC TNFalpha-stimulated, Hoechst cell count, imaging;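 active = cell count reduction exceeding the screen mean by over 5 SD, scaled to untreated wells per plate, cut at about 78% in these data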;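 also: cells counted after 24 h of TNF alpha exposure following the 1 h pretreatment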
HUVEC tox IL1B: toxic to HUVEC cells under IL-1B stimulation | HUVEC cell count loss, Hoechst imaging, IL-1B stimulated | cell count reduction, % at 2 µM | hit rate 0.41% among 94,000;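 active = cell count reduction more than 3 SD above the screen-wide mean, cut at about 70% in these data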;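 also: normalized per plate to untreated control cells as the no-loss baseline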
cytoskel mod: modifiers of cytoskeleton assembly | hit rate 0.18% among 91,000 | HUVEC TNFa F-actin phalloidin imaging, high content | inhibition, % at 2 µM | AID 836;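 active = inhibition above the batch mean plus 3 SD and confirmed as a hit by visual image inspection, cut at about 30% in these data, passing the limit was not always enough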; also: strong numbers were not always called active
LYP inh 2: LYP (human) phosphatase inhibition. hit rate 0.21% among 96,000. inhibition, % at 2 µM. recombinant LYP catalytic domain, DiFMUP fluorescence. Q9Y2R2;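 active = inhibition at 2 µM at or above a set limit, the screen mean plus 3 SD, cut at about 24% in these data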;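 also: 0% = DMSO with enzyme and 100% = enzyme fully blocked by orthovanadate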
Numbers without * were called inactive; nt = not tested or not shown; [ ] = another dose, or the depositor's remark. An excerpt; rates above refer to the full screens.

SMILES	hDAT+cocaine	MT1-MMP txn act	Candida biofilm	Smad3 FoxH1 inh	VCAM1 TNFa inh	TNFa cytotox	HUVEC tox IL1B	cytoskel mod	LYP inh 2
O=C(Nc1ccn(Cc2c(F)c(F)c(F)c(F)c2F)n1)c1ccc(COc2ccccc2Cl)cc1	0.0103	nt	nt	nt	-12.4	-22.4	-3.5	6.0	-4.5
C=CCNC(=O)/C(=C\c1ccc2c(c1)OCO2)NC(=O)c1ccc(Br)cc1	nt	nt	nt	nt	-21.1	-22.0	-85.4	-13.8	4.6
CC(=O)c1cccc(NC(=O)c2ccc(NS(=O)(=O)c3c(C)noc3C)cc2)c1	0.0431	1.2	nt	nt	4.9	-20.2	13.5	32.2	-6.3
O=C1/C(=C/c2ccc([N+](=O)[O-])cc2)C=C(c2ccccc2)N1c1ccccc1	-0.711	nt	nt	nt	-21.4	nt	10.9	3.5	6.9
CCCSc1nnc(Cn2c(=O)sc3ccccc32)n1C	-0.167	1	-2.5	4.1	nt	nt	nt	nt	nt
COC(=O)c1cc(NC(=O)c2c(Cl)nc3sccn23)cc(C(=O)OC)c1	0.506	1	7.8	12.2[fluorescence artefact?]	-20.1	-36.0	-11.1	8.7	10.7
CCC(C)NC(=O)c1c(C)cc(=O)oc1C (stereo unspecified)	0.856	1.3	3.8	5.2	-7.6	-32.3	8.0	25.8	10.0
CCc1ccc(N2CC(C(=O)Nc3cccnc3)CC2=O)cc1 (stereo unspecified)	nt	1	2.4	-6.1	3.3	-9.4	-86.8	-9.9	-1.3
COc1ccc(-c2[nH]c(-c3ccc(C(=O)O)cc3)nc2-c2ccccc2)cc1	-2.36*	nt	nt	nt	-25.0	-7.4	10.9	-8.5	8.8
O=C(c1ccc(Br)s1)N1CCN(C/C=C/c2ccccc2)CC1	0.571	1.1	0.1	-1.9	4.1	5.2	-25.2	-7.1	-1.7
O=C(NC1CCCCC1)N1CCN(C(=O)c2ccco2)CC1	-1.37	1.2	9.8	-27.9	-10.9	-27.8	3.9	nt	-16.9
Cc1ccc2c3c([nH]c2c1C)-c1nonc1CC3	-1.2	1.2	5.2	9.7	7.5	-17.7	10.9	18.9	-1.7
O=C(COC(=O)c1cncc(Br)c1)NCC1CCCO1 (stereo unspecified)	-0.232	1.1	3.4	-1.7	-1.1	16.8	-1.6	5.2	8.7
COC(=O)c1sc2nc(N3CCCCC3)c3c(c2c1N)CC(C)(C)N(C)C3	nt	1.2	6.2	5.3	-18.7	-20.2	18.5	-3.3	7.0
COc1ccc(NS(=O)(=O)c2ccc(OCC(=O)N3CCCC3)cc2)cc1	1.21	1	8.8	12.9[fluorescence artefact?]	5.4	6.0	-41.8	-2.1	2.6
Cc1cnn(CCC(=O)NNC(=S)Nc2ccccc2)c1	0.462	nt	nt	nt	6.3	-8.3	-8.1	5.7	1.2
Cc1cc(C(=O)Nc2sc(C)c(C)c2C#N)c(C)o1	0.142	1.1	5.7	6.8[fluorescence artefact?]	6.3	4.7	13.1	-1.2	-5.5
COc1cccc(C2C(C#N)=C(N)OC(C(C)(C)C)=C2C#N)c1 (stereo unspecified)	0.0315	1.1	8.3	-4.6	0.1	-17.8	11.4	19.9	3.3
O=C(c1cccc(C(=O)N2CCN(c3ncccn3)CC2)c1)N1CCN(c2ncccn2)CC1	nt	1.2	10.7	-13.5	-19.1	-13.5	15.4	-2.5	0.0
O=c1c2c3c(sc2n(CCN2CCCC2)c(=O)n1Cc1ccco1)CCCCC3	1.99	1	9.3	-0.1	nt	nt	nt	nt	nt
CCSc1nnc(NC(=O)c2c(-c3ccccc3Cl)noc2C)s1	-0.642	1.1	4.4	9.2	-1.6	-10.6	-1.3	1.7	-24.4
Cc1onc(-c2ccccc2Cl)c1C(=O)Nc1cccc(-c2cn3cccnc3n2)c1	1.06	1.1	3.4	13.4	20.5	-10.2	85.0*	-3.1	-29.8
CC(C)Oc1c(Cl)cc(CNC(C)(C)CO)cc1Cl	-0.417	1.1	6.3	-4.2	27.4	-1.6	-26.2	-5.9	5.6
COc1ccc(S(=O)(=O)Cc2ccc(C(=O)N3CCc4ccccc4C3)o2)cc1	2.42*	1.1	-2.9	-9.0	4.9	-4.3	-10.5	-0.7	-4.1
CCOC(=O)c1cnc2nc(COc3ccccc3)[nH]n2c1=O	0.323	1.1	2.8	7.7	6.2	-6.3	-12.8	-2.8	-4.8
Cc1nn(C(=O)CN2C(=O)c3ccccc3C2=O)c(C)c1Br	-0.494	1.2	1.2	-12.8	-6.8	-59.3	-1.1	19.6	4.7
COc1ccc(C(=O)OCCNC(=O)c2c(Cl)nc3ccccn23)cc1	2.26	1	-4.8	14.7	-25.1	9.3	5.5	-13.8	7.8
C=CCOc1ccc(/C(CC)=N/O)cc1OC	-0.182	1.1	-0.7	6.2	5.6	-12.9	3.5	-2.5	4.2
CCCCCCn1c(SCCC)nc2c1c(=O)[nH]c(=O)n2C	0.0216	1.2	3.8	-8.4	7.2	-12.1	-7.8	-10.6	-1.9
Cc1ccc(C(=O)Nc2c(C#N)c(C)c(C)n2Cc2ccccc2)cc1	-0.028	nt	nt	nt	13.6	-15.7	-12.6	-0.8	-15.8
COc1ccc(NC(=O)C2CCCN(S(=O)(=O)c3cccs3)C2)cc1OC (stereo unspecified)	0.853	nt	0.9	7.5	-13.9	1.2	-2.4	nt	6.4
Cc1cc(N2CCN(S(=O)(=O)c3ccc(C)c(C)c3)CC2)c2ccccc2n1	3.23*	0.9	3.9	3.6	10.2	-15.1	0.8	nt	0.7
CC(C)(C)NC(=O)C1CC(=O)OC12CCCCC2 (stereo unspecified)	-1.72	1.1	1.9	-5.2	-13.3	-8.3	-57.0	-2.9	-1.3
COc1ccc(NC(=O)C(C)Oc2ccc(/C(C)=N\O)cc2)cc1 (stereo unspecified)	-0.502	1.1	6.1	6.3	-3.9	-3.6	12.9	-11.9	-5.3
O=C(Nc1ccc2c(c1)OCO2)C1CCCN1C(=O)OCc1ccccc1 (stereo unspecified)	0.0215	1.1	3.2	-3.5	nt	nt	nt	nt	nt
CCC(=O)Nc1sc2c(c1C#N)CC(C)(CC)OC2 (stereo unspecified)	0.347	1.3	-0.3	-0.8	-7.3	-6.6	34.0	21.7	-0.3
C=CCSc1nc(-c2ccc3c(c2)OCO3)cc(C(F)(F)F)c1C#N	nt	nt	nt	nt	-3.8	nt	1.4	-10.4	12.3
CCC1CCC/C1=N\NC(=O)c1cc(C)[nH]n1 (stereo unspecified)	-0.051	nt	nt	nt	-22.1	-2.6	17.4	21.7	-4.6
CSc1ncccc1-c1nc2ccccc2[nH]1	0.525	nt	nt	nt	-16.9	-14.9	-9.2	-11.4	3.1
CCOC(=O)c1nc(C)n(-c2ccc(Cl)cc2Cl)n1	-0.701	nt	nt	nt	-3.2	-3.8	24.2	-8.0	-1.3

12 entries from above, bar-delimited.
SMILES | hDAT+cocaine | MT1-MMP txn act | Candida biofilm | Smad3 FoxH1 inh | VCAM1 TNFa inh | TNFa cytotox | HUVEC tox IL1B | cytoskel mod | LYP inh 2
Cc1nn(C(=O)CN2C(=O)c3ccccc3C2=O)c(C)c1Br | -0.494 | 1.2 | 1.2 | -12.8 | -6.8 | -59.3 | -1.1 | 19.6 | 4.7
COc1ccc(C(=O)OCCNC(=O)c2c(Cl)nc3ccccn23)cc1 | 2.26 | 1 | -4.8 | 14.7 | -25.1 | 9.3 | 5.5 | -13.8 | 7.8
C=CCOc1ccc(/C(CC)=N/O)cc1OC | -0.182 | 1.1 | -0.7 | 6.2 | 5.6 | -12.9 | 3.5 | -2.5 | 4.2
CCCCCCn1c(SCCC)nc2c1c(=O)[nH]c(=O)n2C | 0.0216 | 1.2 | 3.8 | -8.4 | 7.2 | -12.1 | -7.8 | -10.6 | -1.9
Cc1ccc(C(=O)Nc2c(C#N)c(C)c(C)n2Cc2ccccc2)cc1 | -0.028 | nt | nt | nt | 13.6 | -15.7 | -12.6 | -0.8 | -15.8
COc1ccc(NC(=O)C2CCCN(S(=O)(=O)c3cccs3)C2)cc1OC (stereo unspecified) | 0.853 | nt | 0.9 | 7.5 | -13.9 | 1.2 | -2.4 | nt | 6.4
Cc1cc(N2CCN(S(=O)(=O)c3ccc(C)c(C)c3)CC2)c2ccccc2n1 | 3.23* | 0.9 | 3.9 | 3.6 | 10.2 | -15.1 | 0.8 | nt | 0.7
CC(C)(C)NC(=O)C1CC(=O)OC12CCCCC2 (stereo unspecified) | -1.72 | 1.1 | 1.9 | -5.2 | -13.3 | -8.3 | -57.0 | -2.9 | -1.3
COc1ccc(NC(=O)C(C)Oc2ccc(/C(C)=N\O)cc2)cc1 (stereo unspecified) | -0.502 | 1.1 | 6.1 | 6.3 | -3.9 | -3.6 | 12.9 | -11.9 | -5.3
O=C(Nc1ccc2c(c1)OCO2)C1CCCN1C(=O)OCc1ccccc1 (stereo unspecified) | 0.0215 | 1.1 | 3.2 | -3.5 | nt | nt | nt | nt | nt
CCC(=O)Nc1sc2c(c1C#N)CC(C)(CC)OC2 (stereo unspecified) | 0.347 | 1.3 | -0.3 | -0.8 | -7.3 | -6.6 | 34.0 | 21.7 | -0.3
C=CCSc1nc(-c2ccc3c(c2)OCO3)cc(C(F)(F)F)c1C#N | nt | nt | nt | nt | -3.8 | nt | 1.4 | -10.4 | 12.3

(continued)
SMILES	hDAT+cocaine	MT1-MMP txn act	Candida biofilm	Smad3 FoxH1 inh	VCAM1 TNFa inh	TNFa cytotox	HUVEC tox IL1B	cytoskel mod	LYP inh 2
O=C(CCN1CCCCCC1)Nc1ccccc1F	0.436	1.2	3.6	0.6	14.8	-22.8	-17.0	5.0	3.2
Cc1ccc(CC(=O)N2CCN(c3ccccn3)CC2)cc1	0.17	1.2	3.3	-0.2	0.0	-17.2	-8.9	2.9	-0.8
O=C1C2CC=C(Cl)CC2C(=O)N1CC1OCCc2ccccc21 (stereo unspecified)	-0.9	1	4.0	12.5	-2.4	-19.2	-112.0	-4.9	0.3
Cc1cc(C)cc(N(C(=O)C(F)(F)F)C(C(=O)NC2CCCCC2)c2cccs2)c1 (stereo unspecified)	-0.49	nt	nt	nt	-7.7	7.1	1.3	-1.8	5.7
CCCn1c(N)c(N2CCCCC2)c(=O)n(CC(=O)Nc2ccccc2C)c1=O	-0.0431	1.1	8.8	20.5[fluorescence artefact?]	2.1	-47.6	-9.4	7.5	3.5
CCNc1nc(SC(C(C)=O)C(C)=O)nc(N(C)C)n1	-0.132	1.1	5.9	12.0	10.1	-20.2	-31.9	-0.7	-7.4
COc1ccc(C2/C(=C(/O)c3ccc4c(c3)CC(C)O4)C(=O)C(=O)N2CCN2CCOCC2)cc1 (stereo unspecified)	-0.332	1.2	4.3	9.2	-18.5	14.7	-0.9	-31.9	-8.1
CCc1cc(-c2n[nH]c(=S)n2-c2ccccc2C)cs1	nt	nt	nt	nt	15.1	-9.5	11.8	-8.0	5.3
O=C(Nc1cccnc1)c1ccc2snnc2c1	-0.569	1	8.0	7.2	14.3	-26.2	3.8	13.3	-7.6
CSc1nnc(-c2ccc(S(=O)(=O)N3CCCC3)cc2)n1C	-0.87	0.9	-4.8	13.4[fluorescence artefact?]	8.7	-17.1	1.7	-0.1	-2.8
O=C(CSc1nnc(CNC(=O)c2ccco2)o1)NC1CCCC1	1.45	nt	1.9	7.9[fluorescence artefact?]	1.4	-7.2	14.3	13.5	3.1

High-throughput results (PubChem)
